Giardia killer: Small Molecules that selectively kill Giardia lamblia: qHTS; Giardia lamblia trophozoite viability; 340,000 compounds, 0.15% hits; activity change, % at 7.66 µM, hits read low; in the data active = activity change below about -80%; inconclusive = between about -30% and that limit;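 note: parasites exposed to compound for two days anaerobically before the ATP read; % is set by controls: 0 for no effect and ±100 for the full control effect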
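Killing of trophozoites was scored by loss of ATP luminescence after a 48 hrs anaerobic exposure to compounds at 37 deg C, using 100 cells per well.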
FLuc counter: qHTS profiling assay for firefly luciferase inhibitor/activator using purifed enzyme and Km concentrations of substrates (counterscreen for miR-21 project). Luciferin 4-monooxygenase (Photinus pyralis), P08659. purified FLuc, Km substrates, luminescence inhibition. Potency, µM (doses to about 57.5 µM), inactives show top-dose activity change, negative = inhibition, usual class: inhibitors. 360,000 compounds, 6.9% hits. AID 588342, 2011;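 note: potency is the fitted concentration of half-maximal effect; plate controls were vehicle for no effect and reference inhibitor for full effect; nearly all actives have a fitted effect of over 55% in size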
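Purified P. pyralis luciferase, 10 nM final, with Km-level 10 uM D-luciferin and 10 uM ATP in 50 mM Tris acetate pH 7.5, 10 mM Mg acetate, 0.01% Tween-20, 0.05% BSA; 6-point qHTS titration about 60 µM downward; luminescence read.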
p53 reactivator: qHTS assay for re-activators of p53 using a Luc reporter | 320,000 compounds, 0.063% hits | H1299 p53-A138V BP100-luciferase reporter, luminescence, 24 h | AID 504706, 2011 | Potency, µM (series often up to 92.2 µM), for the others: at the top dose activity change, positive = activation, hits mostly activators; note: potency is the fitted concentration of half-maximal effect; % of control where 0% means no effect; nearly all actives have a fitted effect of over 45% in size
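p53-null H1299 cells stably carrying temperature-sensitive p53-A138V and a BP100-luciferase reporter were pinned with compounds (4-point, 1:5 series) and held 24 hrs at 37 deg C. Luminescence was read 10 min after detection reagent.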
ELG1 genotoxic: qHTS screen for small molecules that induce genotoxicity in human embryonic kidney (HEK293T) cells expressing luciferase-tagged ELG1 | HEK293T ELG1-luciferase reporter, luminescence, 16 h | Potency, µM (titrated, usually from 46 µM), without a hit: at the top dose activity change, positive = activation, actives largely listed as activators | 330,000 compounds, 1.3% hits | AID 504466, 2011; note: potency is the fitted concentration of half-maximal effect; % of control where 0% means no effect; nearly all actives have a fitted effect of over 60% in size
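HEK293T cells expressing luciferase-tagged ELG1 were treated with compound or DMSO for 16 hr at 37°C. Luciferase activity was then read after 30 min with ONE-Glo at room temperature; rising signal flags genetic stress.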
NPC1 prom act: qHTS Assay for NPC1 Promoter Activators; Huh7 NPC1 promoter luciferase reporter, 24 h; Potency, µM (titrated, usually from 9.22 µM), for inactives: at the top dose activation, usual class: activators; 320,000 compounds, 2.4% hits;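 note: potency is the fitted concentration of half-maximal effect; % of control where 0% means no effect; nearly all actives have a fitted effect of over 60% in size; reporter is driven by a mutant NPC1 promoter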
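Stably transfected Huh7 (NPC1 promoter→luciferase), 1500 cells/well in Opti-MEM + 10% FBS, 2 h settle, then compound 24 h at 37 °C. Luminescence after 10 min with Amplite reagent.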
BRCA1 expr act: qHTS Assay to Identify Small Molecule Activators of BRCA1 Expression; MCF7-BRCA1-FFLuc reporter, luminescence, 48 h; response scale: scaled: vehicle 0%, 10 µM genistein 100%; Potency, µM (doses to about 46.1 µM), for the others: top-dose activation, usual class: activators; 380,000 compounds, 1.1% hits; note: potency is the fitted concentration of half-maximal effect; nearly all actives have a fitted effect of over 80% in size; some results filed as inactive show a strong effect at the top dose
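First, MCF7-BRCA1-FFLuc cells (2000/well) attach for 2 h; next, compounds are pin-added and incubated 48 h at 37 °C; finally, luciferase reagent is added and luminescence read after 15 min.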
Rab9 prom act: qHTS Assay for Rab9 Promoter Activators; Huh7 Rab9 promoter-luciferase reporter, luminescence, 24 h; Potency, µM (series often up to 9.22 µM), for the others: at the top dose activation, negative = inhibition, most hits filed as activators; 320,000 compounds, 2.8% hits; note: potency is the fitted concentration of half-maximal effect; % of control where 0% means no effect; nearly all actives have a fitted effect of over 60% in size
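Measured in stably transfected Huh7 cells bearing a Rab9 promoter–luciferase construct: 24 h compound treatment at 37 °C, followed by luminescence detection.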
PKM2 activator: qHTS Assay for Activators of Human Muscle isoform 2 Pyruvate Kinase; Pyruvate kinase PKM (Homo sapiens), P14618; purified PKM2, Kinase-Glo ATP luminescence, activation; response scale: 0% is enzyme alone, no compound; Potency, µM (highest dose often 57.5 µM), for inactives: top-dose activation, hits mostly activators; 260,000 compounds, 0.34% hits; AID 1631, 2009; note: potency is the fitted concentration of half-maximal effect; % is set by controls: 0 for no effect and ±100 for the full control effect; nearly all actives have a fitted effect of over 55% in size
Target sequence (P14618 whole entry, looked up, canonical isoform): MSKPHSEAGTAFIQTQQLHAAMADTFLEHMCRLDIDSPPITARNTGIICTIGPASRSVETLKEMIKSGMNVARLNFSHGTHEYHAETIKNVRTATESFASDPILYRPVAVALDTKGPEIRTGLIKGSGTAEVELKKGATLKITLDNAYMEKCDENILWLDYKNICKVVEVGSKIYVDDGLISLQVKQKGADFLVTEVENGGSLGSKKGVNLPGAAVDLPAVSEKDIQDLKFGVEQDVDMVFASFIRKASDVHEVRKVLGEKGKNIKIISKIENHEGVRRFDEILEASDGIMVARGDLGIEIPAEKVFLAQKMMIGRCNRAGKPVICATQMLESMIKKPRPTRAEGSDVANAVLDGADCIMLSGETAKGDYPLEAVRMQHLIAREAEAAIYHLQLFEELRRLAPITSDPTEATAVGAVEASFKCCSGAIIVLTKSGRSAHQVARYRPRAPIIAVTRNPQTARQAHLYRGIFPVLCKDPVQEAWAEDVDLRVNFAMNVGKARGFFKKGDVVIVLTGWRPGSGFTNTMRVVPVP
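ATP formation by purified human PK-M2, quantified via coupled luciferase luminescence after 1 h at room temperature with 0.1 mM ADP and 0.5 mM PEP final.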
RORg inh: qHTS for inhibitors of ROR gamma transcriptional activity; Nuclear receptor ROR-gamma (Mus musculus), P51450; Drosophila S2 Gal4-RORgamma UAS-luciferase reporter, 20 h; 310,000 compounds, 5.4% hits; Potency, µM (top dose mostly 53.6 µM), inactives show at the top dose activity change, negative = inhibition, hits mostly inhibitors; note: potency is the fitted concentration of half-maximal effect; % is set by controls: 0 for no effect and ±100 for the full control effect; nearly all actives have a fitted effect of over 60% in size
Target sequence (P51450 whole entry, looked up, the tested form may be a part): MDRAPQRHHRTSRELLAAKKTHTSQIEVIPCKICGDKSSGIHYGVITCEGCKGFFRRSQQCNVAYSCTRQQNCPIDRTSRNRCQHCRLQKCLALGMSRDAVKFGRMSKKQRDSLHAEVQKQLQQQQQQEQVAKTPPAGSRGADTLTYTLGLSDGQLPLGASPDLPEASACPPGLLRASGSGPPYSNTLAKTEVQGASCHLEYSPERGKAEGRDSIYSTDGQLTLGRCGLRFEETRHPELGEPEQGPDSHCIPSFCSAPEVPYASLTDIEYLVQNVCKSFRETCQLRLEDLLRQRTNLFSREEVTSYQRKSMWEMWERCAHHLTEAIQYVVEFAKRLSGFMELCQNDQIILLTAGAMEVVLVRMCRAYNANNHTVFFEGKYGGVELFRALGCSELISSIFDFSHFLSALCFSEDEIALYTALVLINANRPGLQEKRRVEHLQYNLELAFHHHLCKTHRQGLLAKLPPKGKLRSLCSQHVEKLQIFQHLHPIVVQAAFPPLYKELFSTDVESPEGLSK
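Luciferase reporter read in Schneider cells carrying Gal4-RORγ (mouse) and UAS-Photinus luciferase; cells given compound 1 h before 700 uM copper sulfate induction, then incubated 20 h at ambient temperature.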
Menin-MLL TR inh: qHTS Assay for Inhibitors Targeting the Menin-MLL Interaction in MLL Related Leukemias: Competition With Texas Red Labeled MLL-derived Mutant Peptide. O00255. Menin + Texas Red MLL mutant peptide, fluorescence polarization. Potency, µM (highest dose often 61.6 µM), for inactives: top-dose FP activity change, negative = inhibition, actives largely listed as inhibitors. 270,000 compounds, 0.23% hits. AID 1768, 2009; active = well fitted inhibition curve with a large enough effect in the polarisation, with a control signal flat, not every such curve was filed as active; inconclusive = small, poorly fitted or top-dose-only effect, or effect the other way, or a change in a side signal; inactive = no such curve, though single readings can be large or run the other way; the % refers to the polarisation; note: potency is the fitted concentration of half-maximal effect; % of control where 0% means no effect; many of its hits are not listed in these tables
Gal4-VP16 FLuc: VP16 counterscreen qHTS for inhibitors of ROR gamma transcriptional activity | Drosophila S2 Gal4-VP16 UAS-luciferase, luminescence, 20 h | Potency, µM (series often up to 53.6 µM), inactives show top-dose activity, negative = inhibition, actives largely listed as inhibitors | 310,000 compounds, 3.5% hits | AID 2546, 2010;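 note: Gal4-VP16 expression switched on by copper sulfate through the metallothionein promoter; potency is the fitted concentration of half-maximal effect; % is set by controls: 0 for no effect and ±100 for the full control effect; nearly all actives have a fitted effect of over 50% in size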
Starred values were filed as active, the others as inactive; ? = inconclusive; · = not tested or not shown; & = joins results of further samples; [ ] = another dose, or the depositor's remark. Unless noted, calls come from the whole dose curve; as a rule, active = well fitted curve in the direction sought with a large enough effect; inconclusive = small, poorly fitted or top-dose-only effect, or another doubt; inactive = no such curve, though single readings can be large; an effect the other way counts as inactive or inconclusive.

Values in the order: Giardia killer	FLuc counter	p53 reactivator	ELG1 genotoxic	NPC1 prom act	BRCA1 expr act	Rab9 prom act	PKM2 activator	RORg inh	Menin-MLL TR inh	Gal4-VP16 FLuc
- O=C(/C=C\Nc1ccc(Cl)cn1)c1ccc(Br)cc1
  -6	?	19%	?	2µM*	?	2.5µM*	-1%	12%	-23%	30%
- O=C(Nc1cccc(F)c1)C1CCN(C(=O)c2ccco2)CC1
  -12	-1%	-6%	0%	-2%	-18%	0%	0%	15%	2%	-17%
- CC(=O)N1CCOc2cc(S(=O)(=O)N3CCN(c4ccccc4)CC3)c(Cl)cc21
  4	-2%	7%	-2%	-1%	-23%	-1%	2%	21%	10%	-3%
- N#Cc1c(C#N)c(-c2ccccc2)n(-c2ccc(C(=O)O)cc2)c1N
  2	1%	15%	0%	0%	-41%	2%	1%	-10%	1%	-5%
- COCCCNC(=O)c1c[nH]c2ccc(S(=O)(=O)N(C)c3ccccc3C)cc2c1=O
  9	-3%	-6%	-12%	1%	-3%	-6%	·	20%	9%	1%
- COc1ccc2[nH]cc(C=O)c2c1
  8	-2%	-2%	-2%	8%	-8%	-4%	8%	7%	0%	1%
- Cc1noc(C)c1C(=O)Nc1ccc(S(=O)(=O)N2CCC(C)CC2)cc1
  8	-2%	-2%	-3%	-2%	-26%	-7%	·	·	·	·
- COc1ccc(C(=O)Oc2ccc(-c3nnco3)cc2)cc1S(=O)(=O)N1CCOCC1
  ?	7%	5%	10%	2%	-10%	-5%	·	·	·	·
- COC(=O)c1c(NC(=O)c2ccc(C)o2)sc2c1CCCCC2
  -3	12µM*	?	10µM*	3.5µM*	-2%	3.5µM*	-12%	-12%	-7%	-15%
- COc1ccc(C(CNC(=O)c2ccccc2SC)N(C)C)cc1 (centres undefined)
  0	-8%	-1%	0%	0%	7%	1%	1%	26%	41%[activator]	29%
- Cc1cccc(NC(=O)/C(C#N)=C\c2cccnc2)c1
  4	?	-2%	-2%	0%	5%	-2%	-4%	-27%	-7%	6%
- CCOc1ccc(/C=C/C(=O)NCCc2ccc(OC)c(OC)c2)cc1
  -12	-17%	-7%	-2%	-2%	-1%	-1%	3%	4%	-1%	-2%
- Cc1cc(=O)oc(C)c1C(=O)N1CCCc2ccccc21
  10	7%	-1%	0%	1%	14%	-13%	-2%	-10%	-12%	-5%
- Cc1ccc(OCCC(=O)Nc2ccccc2C(=O)N2CCCCC2)cc1
  26	1%	1%	-2%	-4%	21%	-4%	·	·	·	·
- Cc1cc(Cl)ccc1NC(=S)NCC(C)C
  24	2%	8%	0%	-2%	-2%	0%	-1%	4.5µM*	-4%	7.1µM*
- Cc1ccc(S(=O)(=O)/C(C#N)=C/c2c(N3CCOCC3)nc3c(C)cccn3c2=O)cc1
  -10	2%	-4%	0%	2%	15%	0%	3%	14%	·	-2%
- Cc1ccc(N2C(=O)C(CN3CCCC3)C2c2ccccc2)cc1 (centres undefined)
  -2	6%	5%	-12%	-6%	-23%	-1%	-3%	-1%	?	5%
- COC(=O)c1ccc(NC(=O)Cn2c(-c3nonc3N)nc3ccccc32)cc1
  -2	4%&-1%	1%	?	-14%	-5%	-12%	1%	21%	17%	5%
- CC(C1CCN(Cc2cn(C)nc2-c2cccc(Cl)c2)CC1)N1CCOCC1 (centres undefined)
  -10	5%	-3%	-1%	-6%	0%	-1%	-1%	6%	5%	5%
- Cc1c(Cl)cccc1NC(=O)Nc1c(C)n(C)n(-c2ccccc2)c1=O
  16	4%	-5%	-2%	-3%	-8%	3%	-1%	-13%	·	-5%

Rewritten field by field: part of the list above
SMILES: Cc1cccc(NC(=O)/C(C#N)=C\c2cccnc2)c1
  Giardia killer = 4
  FLuc counter = ?
  p53 reactivator = -2%
  ELG1 genotoxic = -2%
  NPC1 prom act = 0%
  BRCA1 expr act = 5%
  Rab9 prom act = -2%
  PKM2 activator = -4%
  RORg inh = -27%
  Menin-MLL TR inh = -7%
  Gal4-VP16 FLuc = 6%
SMILES: CCOc1ccc(/C=C/C(=O)NCCc2ccc(OC)c(OC)c2)cc1
  Giardia killer = -12
  FLuc counter = -17%
  p53 reactivator = -7%
  ELG1 genotoxic = -2%
  NPC1 prom act = -2%
  BRCA1 expr act = -1%
  Rab9 prom act = -1%
  PKM2 activator = 3%
  RORg inh = 4%
  Menin-MLL TR inh = -1%
  Gal4-VP16 FLuc = -2%
SMILES: Cc1cc(=O)oc(C)c1C(=O)N1CCCc2ccccc21
  Giardia killer = 10
  FLuc counter = 7%
  p53 reactivator = -1%
  ELG1 genotoxic = 0%
  NPC1 prom act = 1%
  BRCA1 expr act = 14%
  Rab9 prom act = -13%
  PKM2 activator = -2%
  RORg inh = -10%
  Menin-MLL TR inh = -12%
  Gal4-VP16 FLuc = -5%

(continued)
Values in the order: Giardia killer	FLuc counter	p53 reactivator	ELG1 genotoxic	NPC1 prom act	BRCA1 expr act	Rab9 prom act	PKM2 activator	RORg inh	Menin-MLL TR inh	Gal4-VP16 FLuc
- Cc1occc1C(=O)N1CCN(Cc2ccccc2)CC1
  -15	5%	0%	-3%	-2%	3%	-2%	4%	-21%	-1%	3%
- COC(=O)Cc1cc(=O)n2[nH]c(C)cc2n1
  4	2%	-4%	3%	-1%	11%	-4%	1%	6%	8%	4%
- CCOC(=O)c1nnn(-c2nc(OC)nc(N3CCCC3)n2)c1-c1ccccc1
  26	3%	-1%	0%	-1%	-13%	-1%	1%	-21%	-21%	1%
- CC(C)NC(=O)CCCc1c[nH]c2ccccc12
  4	3%	-2%	-1%	1%	12%	5%	·	28%	-9%	-10%
- O=C(COc1ccc(Cl)cc1Cl)c1ccc[nH]1
  1	17µM*	?	?	?	10µM*	?	1%	-5%	·	6%
- CCOC(=O)N1CCC(N2C(=O)c3ccccc3C2Nc2cc(C(=O)OC)cc(C(=O)OC)c2)CC1 (centres undefined)
  1	0%	-6%	1%	-1%	-20%	-7%	-10%	22%	-4%	-2%
- O=C(Nc1ccccn1)c1cc2ccccc2cc1O
  0	2.4µM*	?	2.3µM*	3.5µM*	73%	4µM*	-2%	-39%	?	0%
- Cc1cc2nn(-c3ccc(Cl)cc3)nc2cc1N
  -11	0.34µM*	20%	?	?	66%	22%	·	?	?	?
- CCCCNc1ccc2c3c(cccc13)C(=O)N(CCCC)C2=O
  -14	-17%	0%	-5%	13%	-7%	-1%	-6%	15%	·	0%
- CC(=O)Nc1ccc(C(=O)N(C)C(C(=O)Nc2ccccc2)c2ccccn2)cc1 (centres undefined)
  -2	-1%	1%	-1%	-1%	-10%	-2%	-1%	14%	-4%	-3%
- O=C(c1ccco1)c1n[nH]nc1-c1ccccc1
  -6	-2%	11%	-2%	-2%	-11%	-6%	-6%	25%	-5%	14%
- O=c1nc2ccccc2c2n1CC(CN1CCN(C(c3ccccc3)c3ccccc3)CC1)N2 (centres undefined)
  -5	0%	0%	-17%	-12%	-62%	-7%	4%	1%	-24%	-8%[10 µM]
- O=S(=O)(c1ccc2c(c1)OCO2)N1CCN(c2nnnn2-c2ccccc2)CC1
  13	-14%	-1%	2%	0%	-1%	16%	?	?	8%	-3%
- NNC(=O)c1ccc(Cn2cc(Br)cn2)cc1
  -18	1%	-2%	-1%	-2%	-54%	1%	1%	-23%	-6%	2%
- Cc1ccc(C(=O)NCC2CCCN2S(=O)(=O)c2ccc(C)cc2)cc1 (centres undefined)
  -24	?	10%	2%	14%	47%	22%	·	·	·	·
- FC(F)(F)c1ccccc1/C=N/Nc1ccccn1
  15	?	?	6%	-2%	-58%	-1%	0%	?	-7%	-2%

Bioassay records: PubChem BioAssay, National Center for Advancing Translational Sciences (NCATS)

The list is partial; the hit share may differ from the screen's.
